TcdB GH inh – TcdB glycohydrolase inhibition; hit rate 0.24% among 350,000; inhibition, % at 9.99 µM; AID 652162; TcdB glycohydrolase enzymatic assay, plate reader; P18177; in the data active = inhibition above about 10%
* hit, by the source's call. Only part of the results is shown; count on the stated rates, not on these rows.

The first 4 entries as a preview:
SMILES	TcdB GH inh
C[C@H]1CN([C@@H](C)CO)C(=O)Cc2cc(NC(=O)NC3CCCCC3)ccc2O[C@H]1CN(C)Cc1ccc2c(c1)OCO2	-0.2
CN1c2ccc(-c3ccc(F)cc3)cc2[C@H]2[C@H](CCN2C(=O)Cc2cccnc2)[C@H]1CO	4.4
COc1ccc(NC(=O)N(C)C[C@H]2OCc3cn(nn3)CCCC(=O)N([C@H](C)CO)C[C@H]2C)cc1	0.6
C[C@H](CO)N1C[C@H](C)[C@@H](CN(C)C(=O)CCCN(C)C)OCCCC[C@H](C)Oc2ccc(NC(=O)Nc3cccc4ccccc34)cc2C1=O	2.9

The listing, previewed entries included:
SMILES	TcdB GH inh
C[C@H]1CN([C@@H](C)CO)C(=O)Cc2cc(NC(=O)NC3CCCCC3)ccc2O[C@H]1CN(C)Cc1ccc2c(c1)OCO2	-0.2
CN1c2ccc(-c3ccc(F)cc3)cc2[C@H]2[C@H](CCN2C(=O)Cc2cccnc2)[C@H]1CO	4.4
COc1ccc(NC(=O)N(C)C[C@H]2OCc3cn(nn3)CCCC(=O)N([C@H](C)CO)C[C@H]2C)cc1	0.6
C[C@H](CO)N1C[C@H](C)[C@@H](CN(C)C(=O)CCCN(C)C)OCCCC[C@H](C)Oc2ccc(NC(=O)Nc3cccc4ccccc34)cc2C1=O	2.9
C[C@@H]1CN([C@H](C)CO)C(=O)Cc2cc(NS(=O)(=O)c3cn(C)cn3)ccc2O[C@@H]1CN(C)Cc1ccc(-c2ccccc2)cc1	-0.6
C[C@@H]1CN([C@@H](C)CO)C(=O)c2cc(NC(=O)C3CCCCC3)ccc2O[C@@H](C)CCCCO[C@@H]1CN(C)Cc1ccc(C(=O)O)cc1	-0.3
Cc1ccc(S(=O)(=O)N(C)C[C@H]2Oc3ccc(NC(=O)CCCN(C)C)cc3CC(=O)N([C@H](C)CO)C[C@@H]2C)cc1	0.4
CCCNC(=O)N1CC2(CCN(C(=O)c3ccncc3)CC2)c2c([nH]c3cc(OC)ccc23)[C@@H]1CO	0.6
COc1ccc(NC(=O)N(C)C[C@@H]2Oc3ccc(NS(=O)(=O)c4cccs4)cc3C(=O)N([C@H](C)CO)C[C@H]2C)cc1	-0.3
COc1ccc(CN(C)C[C@@H]2Oc3ccc(NC(=O)C4CC4)cc3CC(=O)N([C@H](C)CO)C[C@H]2C)cc1	-0.2
COCC(=O)N1CCCCN2[C@@H](CO)[C@@H](c3ccc(C#Cc4ccc(OC)cc4)cc3)[C@@H]2C1	0.9
C[C@H](CO)N1C[C@H](C)[C@H](CN(C)CC2CC2)Oc2ccc(NS(=O)(=O)c3ccccc3)cc2CC1=O	-0.4
CCCNC(=O)N(C)C[C@H]1Oc2cc(C#CC3CC3)ccc2S(=O)(=O)N([C@H](C)CO)C[C@@H]1C	-0.6
C[C@H]1CN([C@@H](C)CO)C(=O)c2c(c3ccccc3n2C)-c2ccccc2CO[C@H]1CN(C)C(=O)Nc1ccccc1	2.1
CN1CCN(C(=O)C[C@H]2CC[C@H](NC(=O)c3ccc4c(c3)OCO4)[C@@H](CO)O2)CC1	-2.2
O=C1CN(Cc2ccccc2)C[C@H]2[C@@H](c3ccc(-c4ccccc4F)cc3)[C@H](CO)N12	-1.2
O=C(N[C@@H]1CC[C@H](CCn2cc(-c3ccccc3)nn2)O[C@@H]1CO)c1ccccc1F	-0.3
COC(=O)[C@H]1[C@H](CO)[C@H]2Cn3c(ccc(-c4ccccc4F)c3=O)[C@@H]1N2C(=O)C1CC1	0.6
C[C@@H]1CN([C@@H](C)CO)C(=O)Cc2cc(NC(=O)CCCCCC(=O)Nc3ccccc3N)ccc2O[C@H]1CN(C)Cc1ccc2c(c1)OCO2	-0.2
COCC(=O)N(C)C[C@@H]1Oc2cc(-c3ccc(C)cc3)ccc2S(=O)(=O)N([C@H](C)CO)C[C@H]1C	1.1
CN(C)CC#Cc1ccc([C@@H]2[C@@H](CO)N3CCCCN(C(=O)Nc4ccc(F)cc4)C[C@H]23)cc1	-1.4
COc1cc(/C=C/C(=O)N2CCCC=CC2=O)cc(OC)c1OC	1.5
CO[C@@H]1CN(C)C(=O)c2ccc(NC(C)=O)cc2OC[C@H](C)N(CC2CC2)C[C@@H]1C	0.4
O=C(Cc1ccccc1)N1CC(=O)N2[C@@H](CO)[C@H](c3ccc(C#CCc4ccccc4)cc3)[C@@H]2C1	-1.0
CCCN(C)C[C@H]1Oc2cc(C#CCOC)ccc2S(=O)(=O)N([C@H](C)CO)C[C@H]1C	-2.0

Ordered by formula weight (high to low): part of the list above
SMILES	TcdB GH inh
C[C@@H]1CN([C@@H](C)CO)C(=O)Cc2cc(NC(=O)CCCCCC(=O)Nc3ccccc3N)ccc2O[C@H]1CN(C)Cc1ccc2c(c1)OCO2	-0.2
C[C@H]1CN([C@@H](C)CO)C(=O)c2c(c3ccccc3n2C)-c2ccccc2CO[C@H]1CN(C)C(=O)Nc1ccccc1	2.1
COc1ccc(CN(C)C[C@@H]2Oc3ccc(NC(=O)C4CC4)cc3CC(=O)N([C@H](C)CO)C[C@H]2C)cc1	-0.2
CCCNC(=O)N(C)C[C@H]1Oc2cc(C#CC3CC3)ccc2S(=O)(=O)N([C@H](C)CO)C[C@@H]1C	-0.6
CCCN(C)C[C@H]1Oc2cc(C#CCOC)ccc2S(=O)(=O)N([C@H](C)CO)C[C@H]1C	-2.0
COc1cc(/C=C/C(=O)N2CCCC=CC2=O)cc(OC)c1OC	1.5

(more compounds)
SMILES	TcdB GH inh
CO[C@@H]1CN(C)C(=O)c2ccc(NC(=O)c3ccc4c(c3)OCO4)cc2OC[C@H](C)NC[C@@H]1C	0.6
CCCNC(=O)N1[C@@H]2c3ccc(-c4cccc(OC)c4)c(=O)n3C[C@H]1[C@H](CO)[C@H]2C(=O)NCC	-0.1
C[C@@H]1CN([C@@H](C)CO)C(=O)c2cccc(N(C)C)c2O[C@H]1CN(C)Cc1ccc(C(=O)O)cc1	-0.8
COc1ccc(S(=O)(=O)N(C)C[C@@H]2Oc3ncc(C#Cc4ccccc4)cc3C(=O)N([C@H](C)CO)C[C@@H]2C)cc1	-0.7
CN1C(=O)c2cc(NC(=O)c3cnccn3)ccc2OC[C@@H]2O[C@H](CC(=O)NC3CCC3)CC[C@H]21	0.8
CO[C@@H]1CN(C)C(=O)c2ccc(NS(=O)(=O)c3ccccc3Cl)cc2OC[C@H](C)NC[C@H]1C	1.2
C[C@@H]1CN([C@H](C)CO)C(=O)c2cc(NS(=O)(=O)c3ccc(Cl)cc3)ccc2O[C@@H](C)CCCCO[C@H]1CN(C)C(=O)Nc1ccc2c(c1)OCO2	0.1
CCC(=O)N1CCCCN2[C@H](CO)[C@@H](c3ccc(C#Cc4ccccc4F)cc3)[C@@H]2C1	-0.3
COc1cccc(-c2ccc([C@@H]3[C@H]4CN(C(=O)NC(C)C)CC(=O)N4[C@H]3CO)cc2)c1	0.7
O=C1N(CCS(=O)(=O)c2ccccc2)Cc2ccccc2C[C@@]12COC(c1ccc(OCCCO)cc1)=N2	-4.4
CO[C@@H]1CN(C)C(=O)c2cc(NC(=O)NC3CCCC3)ccc2OC[C@H](C)NC[C@H]1C	-2.2
COC(=O)c1cn(CC(=O)N2CCN(c3ccccc3)CC2)nn1	0.1
Cc1ccc(S(=O)(=O)N(C)C[C@@H]2Oc3ccc(NC(=O)Nc4c(C)noc4C)cc3C(=O)N([C@@H](C)CO)C[C@@H]2C)cc1	-6.5
O=C(C[C@@H]1C=C[C@@H](NC(=O)c2cnccn2)[C@H](CO)O1)NCc1ccccc1F	-0.3
C[C@H]1CN([C@@H](C)CO)C(=O)c2cc(C#CC3CCCCC3)cnc2O[C@H]1CN(C)C(=O)Cc1ccccn1	0.0
C[C@@H]1CN([C@H](C)CO)C(=O)c2cc(/C=C/c3ccccc3)cnc2O[C@H]1CN(C)S(=O)(=O)c1ccccc1F	-0.2
COc1ccc(NC(=O)Nc2ccc3c(c2)C(=O)N([C@H](C)CO)C[C@@H](C)[C@@H](CN(C)C(=O)Nc2ccccc2)O3)cc1	0.5
C[C@@H]1CN([C@@H](C)CO)C(=O)c2cc(NS(=O)(=O)c3cccs3)ccc2O[C@H]1CN(C)C(=O)Nc1ccc2c(c1)OCO2	-1.6
CC=Cc1ccc2n(c1=O)C[C@H]1[C@H](CO)[C@@H](C(=O)N3CCOCC3)N(CC3CC3)[C@@H]21 (mixture of isomers)	1.5
COc1ccc2c3c([nH]c2c1)[C@@H](CO)N(C(=O)CN1CCOCC1)CC31CCN(CC2CCCC2)CC1	-4.0
COC(=O)C[C@H]1C[C@@H]2c3cc(NS(C)(=O)=O)ccc3O[C@@H]2[C@@H](CO)O1	1.9
CN(C)C(=O)c1ccc(-c2ccc([C@@H]3[C@@H](CO)N4CCCCN(CC5CC5)C[C@@H]34)cc2)cc1	-1.4
CN(C)C(=O)c1ccc(-c2ccc([C@@H]3[C@@H](C#N)N(C(=O)Cc4ccccn4)[C@H]3CO)cc2)cc1	-0.7
CO[C@H]1CN(C)C(=O)c2cc(NC(=O)c3ccccc3F)ccc2OC[C@@H](C)N(CC2CCOCC2)C[C@@H]1C	0.1
CCC(=O)N1[C@H](CO)[C@@H]2c3ccccc3N(S(=O)(=O)c3ccccc3)C[C@@H]21	0.8

Next section:
SMILES	TcdB GH inh
COc1ccc(S(=O)(=O)N(C)C[C@@H]2Oc3c(NC(=O)c4ccncc4)cccc3C(=O)N([C@@H](C)CO)C[C@H]2C)cc1	-0.8
O=C(Nc1ccc(Cl)cc1)N1C[C@H]2[C@@H](c3ccccc31)[C@H](CO)N2CC1CCCCC1	1.2
COc1ccc2c3c([nH]c2c1)[C@H](CO)N(C(=O)C1CCCCC1)CC31CCN(C(=O)NC(C)C)CC1	-0.5
O=C([C@@H]1[C@@H](CO)[C@@H]2Cn3c(ccc(C4=CCCCC4)c3=O)[C@@H]2N1Cc1nccs1)N1CCCCC1	0.1
C[C@H]1CN([C@@H](C)CO)C(=O)Cc2cc(NC(=O)Nc3ccc4c(c3)OCO4)ccc2O[C@H]1CN(C)Cc1ccc2c(c1)OCO2	0.2
CC(=O)N(C)C[C@@H]1Oc2cc(C#Cc3ccncc3)ccc2S(=O)(=O)N([C@@H](C)CO)C[C@@H]1C	-0.8
C[C@@H]1CN([C@@H](C)CO)C(=O)Cc2cc(NC(=O)CCC(F)(F)F)ccc2O[C@@H]1CN(C)CC1CC1	1.8
C[C@@H]1CN([C@@H](C)CO)C(=O)c2cc(-c3ccc(F)cc3)cnc2O[C@H]1CN(C)C(=O)c1cccnc1	1.0
CCCC#Cc1cnc2c(c1)C(=O)N([C@@H](C)CO)C[C@@H](C)[C@H](CN(C)C(=O)Nc1ccccc1F)O2	0.6
CO[C@@H]1CN(C)C(=O)c2cc(NC(=O)c3ccc4c(c3)OCO4)ccc2OC[C@@H](C)NC[C@@H]1C	-2.4
COc1ccc(CN(C)C[C@H]2Oc3c(NC(=O)C4CC4)cccc3C(=O)N([C@H](C)CO)C[C@@H]2C)cc1	0.6
C[C@H]1CN([C@@H](C)CO)C(=O)c2ccccc2-c2ccccc2CO[C@H]1CN(C)C	-0.7
CC(C)NC(=O)N(C)C[C@H]1OCCCC[C@H](C)Oc2ccc(NS(=O)(=O)c3ccc(F)cc3)cc2C(=O)N([C@@H](C)CO)C[C@H]1C	0.4
COC(=O)C[C@@H]1CC[C@H](NS(=O)(=O)c2ccc(OC)cc2)[C@@H](CO)O1	-0.2
CCCNC(=O)N(C)C[C@@H]1Oc2cc(C#CCC(C)C)ccc2S(=O)(=O)N([C@@H](C)CO)C[C@H]1C	0.4
O=C(C[C@@H]1CC[C@H](NC(=O)Nc2ccc3c(c2)OCO3)[C@@H](CO)O1)NCc1ccc(Cl)cc1	-0.2
COc1ccc(S(=O)(=O)N(C)C[C@H]2Oc3ccc(NC(=O)Cn4cnnn4)cc3C(=O)N([C@H](C)CO)C[C@H]2C)cc1	1.7
COc1ccc(CN(C)C[C@H]2Oc3c(NS(=O)(=O)c4ccc(C)cc4)cccc3C(=O)N([C@@H](C)CO)C[C@@H]2C)cc1	-0.5
N#Cc1cccc(-c2ccc3c(c2)[C@@H]2[C@@H](CCN2C(=O)c2ccc4c(c2)OCO4)[C@@H](CO)N3)c1	1.0
COc1ccc(CN(C)C[C@H]2Oc3ccc(NC(=O)Cc4cn(C)c5ccccc45)cc3CC(=O)N([C@@H](C)CO)C[C@@H]2C)cc1	0.0
Cc1ccc(S(=O)(=O)N[C@@H]2CC[C@@H](CCn3cc(-c4cccc(F)c4)nn3)O[C@@H]2CO)cc1	0.5
Cc1noc(C)c1NC(=O)N(C)C[C@@H]1Oc2ccc(NC(=O)Nc3ccc(C(F)(F)F)cc3)cc2C(=O)N([C@H](C)CO)C[C@@H]1C	-0.2
Cc1noc(C)c1S(=O)(=O)Nc1ccc2c(c1)C(=O)N([C@H](C)CO)C[C@@H](C)[C@H](CN(C)Cc1ccc3c(c1)OCO3)O2	-10.0
COC(=O)C[C@H]1CC[C@H]2[C@H](COc3ccc(NC(=O)Nc4cc(C)cc(C)c4)cc3C(=O)N2C)O1	0.0
C[C@H](CO)N1C[C@H](C)[C@@H](CN(C)S(=O)(=O)c2cn(C)cn2)OCCCC[C@H](C)Oc2ccc(NC(=O)Nc3cccc4ccccc34)cc2C1=O	-1.5

Following part
SMILES	TcdB GH inh
COc1ccc2c3c(n(C)c2c1)[C@H](CO)N(S(C)(=O)=O)CC31CN(C(=O)C2CCCC2)C1	0.3
Cc1ccc(S(=O)(=O)Nc2ccc3c(c2)C(=O)N([C@H](C)CO)C[C@@H](C)[C@@H](CN(C)C(=O)NC(C)C)O3)cc1	0.2
C[C@@H]1CN([C@@H](C)CO)C(=O)c2cc(-c3ccccc3F)cnc2O[C@H]1CN(C)C(=O)CN(C)C	-0.3
C[C@H](CO)N1C[C@H](C)[C@H](CN(C)Cc2ccccc2)Oc2ncc(-c3cccc(C#N)c3)cc2C1=O	-0.4
CC(C)NC(=O)N(C)C[C@@H]1Oc2c(NC(=O)Nc3ccc(F)cc3)cccc2C(=O)N([C@H](C)CO)C[C@@H]1C	2.4
CC(=O)N(C)C[C@H]1Oc2cc(-c3ccncc3)ccc2S(=O)(=O)N([C@@H](C)CO)C[C@H]1C	-0.7
C[C@@H]1CN([C@H](C)CO)C(=O)Cc2cc(NC(=O)CCN3CCOCC3)ccc2O[C@H]1CN(C)Cc1ccc(-c2ccccc2)cc1	1.1
N#Cc1ccc(-c2ccc3c(c2)[C@@H]2[C@@H](CCN2C(=O)c2ccc4c(c2)OCO4)[C@@H](CO)N3)cc1	-0.6
